Source: PubChem BioAssay (Sanford-Burnham Center for Chemical Genomics)
HT1080 viability: cytotoxicity in HT1080 fibrosarcoma cells, cell-based, fluorescence readout (AID 620). HT1080 viability, fluorescence; higher % means a stronger effect. one-dose cytotoxicity, % at 10 µM; EC50 in µM for titrated hits. 0.42% of 87,000 active; in the data active = cytotoxicity above about 50%;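 note: cells exposed to compound overnight then 4 h with Alamar Blue; 0% = vehicle DMSO and 100% = killing control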
An asterisk follows results filed as active.

Molecule,HT1080 viability
O=C(Nc1ccccc1)N(Cc1ccccc1)Cc1ccccc1,6%
CCC(C)NC(=O)CCCc1ccccc1 (stereo unspecified),-12%
CCN1CCN(C(=O)c2ccccc2N(Cc2ccccc2)S(=O)(=O)c2ccc(C)cc2)CC1,16%
Cc1ccc(-n2nc(C)c(NS(=O)(=O)c3ccccc3)c2C)cc1C,-11%
O=C(CCCCCn1c(=S)[nH]c2ccc(Br)cc2c1=O)NCC1CCCO1 (stereo unspecified),-18%
Cc1cc(C)c2nc(N3CCCC(C(=O)NCCCN4CCOCC4)C3)sc2c1 (stereo unspecified),-1%
Cc1ccccc1N/C(SCc1ccc(Cl)cc1)=C(/C#N)C(=O)NCc1ccco1,2%
CCn1nnnc1SCC(=O)Nc1sc(C)c(C)c1C#N,7%
COc1cc(/C=N\Nc2nc3ccccc3o2)cc(OC)c1OC,6%
Cc1ccc(C(=O)CC(=O)c2cc(Cl)ccc2O)cc1,3%

Further results.
Molecule,HT1080 viability
C=CCSc1n[nH]c(-c2ccccc2)n1,9%
CCN(CC)S(=O)(=O)c1ccc(S(=O)(=O)N2CCCC2C(=O)O)cc1 (stereo unspecified),8%
COc1ccccc1NC(=O)CC1COc2ccccc2O1 (stereo unspecified),-6%
O=C(CC(O)(C(F)(F)F)C(F)(F)F)Nc1ccc(Cl)c(Cl)c1,18%
CCCCNC(=O)CSc1nc2ccsc2c(=O)n1C1CCN(C(=O)OCC)CC1,2%
CCOC(=O)C1CCN(C(=O)CSc2ccc(Cl)cc2)CC1,1%
C=CCn1c(SCc2nc3ccccc3[nH]2)nnc1-c1ccc(OC)cc1,5%
CC(=O)c1c(C)oc2ccc(O)c(CN3CCOCC3)c12,3%
CC(C)OCC(O)CS(=O)(=O)Cc1ccccc1 (stereo unspecified),0%
CC(=O)c1c(C)[nH]c(C(=O)CSc2nc3ccccc3n2C)c1C,12%

Fetched by structure from above, 3 records:
Molecule,HT1080 viability
CC(C)OCC(O)CS(=O)(=O)Cc1ccccc1 (stereo unspecified),0%
CCOC(=O)C1CCN(C(=O)CSc2ccc(Cl)cc2)CC1,1%
CC(=O)c1c(C)oc2ccc(O)c(CN3CCOCC3)c12,3%

Further entries:
Molecule,HT1080 viability
O=C(c1cc2ccccc2oc1=O)N(Cc1ccccc1)CC1CCCO1 (stereo unspecified),-11%
Cn1c(=O)c2cn(-c3ccccc3)cc2n(C)c1=O,-17%
CCOc1cccc(NC(=O)CSc2nc(C)c3c(c2C#N)CCCC3)c1,2%
O=C(Nc1nnc(C2CC2)s1)c1ccncc1,-6%
NC(=NC1CCCCC1)c1ccc([N+](=O)[O-])cc1,-8%
CC(=O)Oc1ccc2nc(-c3cccs3)oc(=O)c2c1,-19%
O=C(O)c1ccccc1NS(=O)(=O)c1cccc(C(F)(F)F)c1,2%
CCC(=O)Nc1nnc(SCC(=O)N2c3ccccc3CC2C)s1 (stereo unspecified),1%
CC(C)CNC(=O)CCCc1c[nH]c2ccccc12,-7%
CCOc1ccc(NC(=O)NCC2CCN(c3ccc(OC)cc3)C2)cc1 (stereo unspecified),-16%

(further entries)
Molecule,HT1080 viability
COC(=O)/C=C1/S/C(=N/NC(=O)c2ccccc2)NC1=O,-20%
Cc1ccc(C(=O)CSc2ncnc3sc4c(c23)CCC(C)C4)cc1 (stereo unspecified),-15%
Cc1nnc(NCc2ccco2)s1,-12%
Cc1nc2c(Br)cc(Br)cc2cc1O,-5%
COc1ccccc1OCc1ccc(C(=O)NCC2CCCO2)o1 (stereo unspecified),-28%
O=c1oc2ccccc2c(Nc2cccc3ccccc23)c1[N+](=O)[O-],4%
O=c1cc(CSc2nnc(-c3cccnc3)n2-c2ccccc2F)nc2sccn12,-15%
Cc1cc2c(n1-c1ccc(Cl)cc1)CC(C)(C)CC2=O,-2%
CCCCCCCCCn1c2c(c(=N)c3c1CCC3)CCC2,52%*
CC1=C(C(=O)OCc2ccccc2)C(c2cccc(Cl)c2Cl)NC(=O)N1CCCCCC(=O)O (stereo unspecified),-3%

(next part)
Molecule,HT1080 viability
COc1ccc(/C=N/Nc2snc(SC)c2C#N)cc1OC,-18%
CCOC(=O)/C(C#N)=C/NC(=O)NC(C)(C)C,-12%
Cc1ccc(-n2c(CCc3ccccc3)nnc2SCC(=O)NCc2ccccc2)cc1C,-3%
COc1ccc(-c2c(C)n([O-])c(C)c(C)[n+]2=O)cc1,-18%
O=C(CNC(=O)c1cccs1)OCC(=O)c1ccccc1,1%
CCn1c(SCC(=O)NCC(=O)Nc2ccc(F)cc2)nnc1-c1ccncc1,-7%
O=C(NCCN1CCN(Cc2ccccc2)CC1)c1cc2c(=O)[nH]c3ccccc3c2s1,10%
O=C(NCC1COc2ccccc2O1)c1cc2ccccc2o1 (stereo unspecified),3%
Cc1ccc(C(C)C)c(OCCN(C)C)c1,-19%
c1cc2c(cc1C1CCCCC1)c1c3n2CCCNC3CCC1 (stereo unspecified),70%*

(continued)
Molecule,HT1080 viability
CCCNC(=O)c1ccc(-c2nc3ccccc3s2)s1,-11%
O=C(c1ccccc1)c1cn[nH]c1-c1ccccc1O,-9%
Cc1ccnc2nc(C(=O)Nc3ccc(N4CCOCC4)cc3)nn12,4%
O=C(c1ccccc1Oc1ccccc1)N1CCN(c2ccc(F)cc2)CC1,-11%
CC(=O)Oc1ccc(C(=O)Nn2cnnc2)cc1,5%
O=C(c1cccnc1)N1CCN(S(=O)(=O)c2ccc3ccccc3c2)CC1,-4%
COC(=O)N1CC=CC1(C)C(=O)NCc1cc(F)cc(C(F)(F)F)c1 (stereo unspecified),-20%
c1ccc(C2[C@H]3CN(CC4CCCCC4)[C@H](c4ccccc4)C34CC2(c2cccnc2)C4)cc1 (stereo partly specified),6%
CC(=O)N1CCCc2cc(S(=O)(=O)N3CCC(C)CC3)ccc21,-4%
CCc1ccccc1NC(=O)N[C@H](C(=O)O)C(C)C,-6%

2 entries from above, as labelled records:
SMILES: Cc1ccnc2nc(C(=O)Nc3ccc(N4CCOCC4)cc3)nn12
- HT1080 viability: 4%
SMILES: O=C(c1ccccc1Oc1ccccc1)N1CCN(c2ccc(F)cc2)CC1
- HT1080 viability: -11%

Carrying on.
Molecule,HT1080 viability
O=c1c(C(c2ccccc2)c2c(O)nc3n(c2=O)CCCS3)c(O)nc2n1CCCS2,2%
COc1ccc(OCC(O)CN(C2CCCCC2)C2CCCCC2)cc1 (stereo unspecified),-6%
CCCCN(CC)CCCNC(=O)C1c2ccccc2C(=O)N(C)C1c1cn(C)c2ccccc12 (stereo unspecified),27%
Cc1ccc(/C=N/NC(=O)CC2N=C(Cc3ccccc3)NNC2=O)cc1 (stereo unspecified),-11%
COC(=O)C1=C(C)N(CCCC(=O)O)C(=O)NC1c1ccccc1Cl (stereo unspecified),-12%
O=C(NCCCn1ccnc1)C(=O)NCc1ccccc1,-7%
COC(=O)C(Cc1ccccc1)NC(=O)COc1ccc(C(C)(C)C)cc1 (stereo unspecified),3%
Cc1cc2nnc(SC3CCCCN(C(=O)c4ccc(F)cc4)C3=O)n2c2ccccc12 (stereo unspecified),6%
Cc1ccc(S(=O)(=O)N2CCN(C(=O)c3ccccc3)CC2)cc1,-1%
NS(=O)(=O)c1ccc(NC(=O)C2CCCO2)cc1 (stereo unspecified),6%

New compounds follow
Molecule,HT1080 viability
COc1cccc(CNC(=O)c2cnc(-c3ccccn3)nc2C(F)(F)F)c1,2%
COc1ccc2nc(SCC(=O)Nc3c(C)cccc3C)[nH]c2c1,-9%
Cc1oc2c(cc(NS(=O)(=O)c3cccs3)c3ccccc32)c1C(=O)OC(C)C,-5%
Cc1csc(NC(=O)CSc2nc3ccccc3s2)n1,-2%
C/C(=N/Oc1nc(C)cc(C)n1)c1ccc(Br)cc1,-9%
CC(NC(=O)CSc1nc2sc3c(c2c(=O)n1-c1ccccc1)CCCC3)c1ccccc1 (stereo unspecified),-9%
COc1ccccc1-c1ccc(Nc2ccc(C(=O)N3CCOCC3)cc2)nn1,21%
CCC1=C2CC[C@H]3C(=O)N(C)C(=O)[C@H]3[C@H]2[C@@]2(Cc3ccccc3)C(=NCCc3c[nH]c4ccccc34)OC(=O)N2C1=O,5%
O=C1Nc2cc(Cl)c(Cl)cc2N(O)N1c1ccccc1,-3%
CCCC[C@@H]1C[C@H]1C(NC(=O)c1ccccc1)c1ccc(C(=O)OC)cc1 (stereo partly specified),-27%

(cont.)
Molecule,HT1080 viability
C=CCNC(=O)CN(c1ccc(OC)cc1OC)S(C)(=O)=O,-13%
O=[n+]1cc(-c2cccc3ccccc23)n([O-])c2c1CCC2,0%
Cn1nnnc1SCC(=O)N1CCOCC1,-10%
Cc1ccccc1-n1c(SCC(=O)c2cc(C)n(C)c2C)nnc1-c1cccnc1,36%
O=C(c1cc(-c2ccncc2)nc2ccccc12)N1CCN(S(=O)(=O)/C=C/c2ccccc2)CC1,-18%
CCCCCCC12CCC(C(=O)O)(CC1)CC2,0%
Cn1c(CSc2nc3ccccc3n2C)nc2ccccc21,41%
COc1cccc(NC(=O)C2CCCCC2)c1,-1%
C=CCNC(=S)N1CCN(CCN=CC2=C(O)CC(c3ccco3)CC2=O)CC1 (stereo unspecified),-12%
COc1ccc(C(C(=O)NC2CCCC2)N(Cc2ccccc2)C(=O)CNC(=O)c2ccco2)cc1 (stereo unspecified),-3%

Other entries:
Molecule,HT1080 viability
Cc1cc(C)c2c(c1)SC1=NC(c3ccccc3)(C(F)(F)F)NC(=O)N12 (stereo unspecified),6%
CCc1c(C)nc(SCC(N)=O)c(C#N)c1C,1%
O=C(COc1ccccc1F)Nc1nnc(-c2ccncc2)s1,-4%
OCCN(Cc1ccccc1)Cc1ccc(Cl)cc1,-7%
Cc1nc2scc(-c3ccc(Cl)cc3)c2c(=O)o1,-1%
CC1CC(NC(=O)Cc2ccc(Br)cc2)CC(C)(C)C1 (stereo unspecified),-5%
CC(C)(C)C(=O)Nc1ccccc1C(=O)Nc1ccccn1,-13%
O=C(NCCO)NC(=S)c1ccccc1,5%
CCN1CCN(S(=O)(=O)c2ccc(Cl)c(C(=O)Nc3nnc(CC(C)C)s3)c2)CC1,-12%
Cc1ccc(CSc2sc(C(=O)c3ccccc3)c(N)c2C#N)cc1,-8%

Next section:
Molecule,HT1080 viability
CC(C)(C)NC(=O)Cn1c(SCC(N)=O)nc2ccccc21,-7%
CCOC(=O)C1C(=O)OC(C)(C)C1C(C)C(=O)c1ccccc1 (stereo unspecified),-16%
O=C(CSc1nc2ccccc2o1)c1ccccc1,-3%
Cc1nnc(-n2ncc(C#N)c2N)c2nn(-c3cccc(Cl)c3)c(C)c12,-6%
Cc1nn(CC(O)CN2c3ccccc3Sc3ccccc32)c(C)c1Br (stereo unspecified),1%
O=C(Oc1ccccc1C(=S)N1CCCCC1)c1cc([N+](=O)[O-])cc([N+](=O)[O-])c1,-5%
COc1ccc2nc(NC(=O)C3CCN(S(=O)(=O)c4cccs4)CC3)sc2c1,-5%
OCCNc1nc2ccccc2[nH]1,-12%
CCC1CCCCN1C(=O)CSc1nc2ccsc2c(=O)n1Cc1ccccc1 (stereo unspecified),-2%
Nc1nc(CN2CCCCCC2)nc(Nc2ccccc2)n1,-3%

Carrying on:
Molecule,HT1080 viability
Cc1ccc(OCC(=O)NC2CCCC2)c(C)c1,-11%
O=C(NC1CCCCC1)C(c1ccccc1)N(Cc1ccc2c(c1)OCO2)C(=O)c1cnsn1 (stereo unspecified),-9%
Cc1ccccc1NC(=O)N1CCCC1C(=O)NCc1cccs1 (stereo unspecified),7%
CCc1ccccc1NC(=O)CSc1nnc(Cn2nnc3ccccc32)n1C,-6%
COC(=O)C1=C(N)N(c2ccccc2C(F)(F)F)C2=C(C(=O)CCC2)C1c1ccc2c(c1)OCO2 (stereo unspecified),-12%
O=C(CSc1nnc(-c2ccccn2)n1-c1ccc(Cl)cc1)Nc1ccc2c(c1)OCO2,-14%
CC1/C(=N/O)CC(c2ccccc2)N(C)C1c1ccccc1 (stereo unspecified),0%
CCOc1cc(C(=S)N2CCCCC2)ccc1OCC(=O)NCc1ccccc1,1%
CSc1cccc(NC(=O)c2cnccn2)c1,1%
Cc1ccc(C(=O)N/C(=C\c2cccs2)C(=O)N2CCCCCC2)cc1,-11%

An excerpt from the list above, for reference:
Molecule,HT1080 viability
O=C(NC1CCCCC1)C(c1ccccc1)N(Cc1ccc2c(c1)OCO2)C(=O)c1cnsn1 (stereo unspecified),-9%
Cc1ccccc1NC(=O)N1CCCC1C(=O)NCc1cccs1 (stereo unspecified),7%
CCc1ccccc1NC(=O)CSc1nnc(Cn2nnc3ccccc32)n1C,-6%

Further structures.
Molecule,HT1080 viability
Cc1cccc(NC2=C(Cl)C(=O)OC2NC(=O)c2ccccc2)c1 (stereo unspecified),2%
CCCCCCCNC1=CC(=O)CC(c2ccco2)C1 (stereo unspecified),-17%
CCCCC(c1nnnn1CCOC)N1CCN(Cc2ccccc2)CC1 (stereo unspecified),-1%
CC(C)(C)n1nnnc1C(c1ccc(Cl)cc1)N1CCSCC1 (stereo unspecified),13%
CCn1nnnc1SCC(=O)c1cccc(OC)c1,10%
CCn1cc([N+](=O)[O-])c(C(=O)N2N=C3/C(=C/c4cccs4)CCCC3C2c2cccs2)n1 (stereo unspecified),8%
Cn1c(NC(=O)c2ccccc2)c(-c2cccs2)c(=O)c2ccccc21,-7%
COC(=O)C(C)N(C(=O)c1cccc(Cl)c1)c1c(C)cccc1C (stereo unspecified),4%
COC(=O)c1sccc1NC(=O)c1ccc(C)s1,5%
CN(C)S(=O)(=O)n1ccnc1,10%
COC(=O)C(Cc1cnc(Cl)s1)(C(=O)OC)c1ccc(C(F)(F)F)cc1[N+](=O)[O-],-8%

Not all compounds are listed, so the mix of outcomes need not match the whole.
